Bioassay records as filed in PubChem BioAssay.
BH1578 lux ind: inducers of Vibrio cholerae quorum light production without autoinducers. 350,000 tested, 0.16% active. activation, % at 18.7 µM. V. cholerae BH1578 lux reporter, luminescence, 6 h; in the data active = activation mostly above about 9.7%, no sharp cut-off; inconclusive = no clear call, values can overlap the other calls; inactive = mostly below about 3.7%; also: not every result past the cut was called active; inactives centre near 0; reference of the scale not given here
TcdB GH inh: inhibitors of Clostridioides difficile toxin B glycohydrolase | inhibition, % at 9.99 µM | 350,000 tested, 0.24% active | P18177 | TcdB glycohydrolase enzymatic assay, plate reader | AID 652162; in the data active = inhibition above about 10%
PfHsp40 yeast: compounds rescuing yeast from Plasmodium falciparum HSP40 toxicity | S. cerevisiae expressing PfHsp40, growth rescue, ATP luminescence | growth rescue, % at 12.5 µM | 340,000 tested, 0.68% active; in the data active = growth rescue above about 28%, passing the limit was not always enough; inconclusive = no clear call, values can overlap the other calls;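 also: yeast W303a lacking pdr1 and pdr3 grown in galactose medium; growth measured after three days at 30 °C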
Yp Topo-I inh: Y. pestis Topo-I inhibition via cleavage products; AID 504884; activity, % at 10 µM; 360,000 tested, 0.064% active; Y. pestis Topo-I cleavage product accumulation, plate reader; in the data active = activity above about 50%, passing the limit was not always enough; inconclusive = no clear call, values can overlap the other calls; also: inactives centre near 2
3CLpro inhibitor: SARS-CoV 3CLpro protease inhibition; recombinant SARS-CoV 3CLpro, quenched FRET peptide cleavage; AID 1706; 290,000 tested, 0.14% active; inhibition, % at 6 µM; in the data active = inhibition above about 12%
BoNT A protease: BoNT A light chain protease inhibition | multiplex microsphere protease substrate cleavage, flow cytometry | inhibition, % at 10 µM | 360,000 tested, 0.17% active | AID 588499; also: plate controls were buffer without enzyme for full effect and enzyme alone for no effect
PrPC surface inh: cell surface PrPC inhibition, primary TR-FRET screen. P04156. TR-FRET read-out. inhibition, % at 13.8 µM. 370,000 tested, 0.43% active. AID 720596; in the data active = inhibition above about 24%; also: 0% = median of the test wells and 100% = reference compound wells
PriA SSB inh: inhibitors of Klebsiella pneumoniae PriA binding to SSB C-terminal tail; AlphaScreen SSBct-PriA binding, biotinylated peptide; inhibition, % at 33 µM; 430,000 tested, 0.6% active; AID 1272365; in the data active = inhibition mostly above about 37%, no sharp cut-off; inactive = mostly below about 20%;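 also: plate controls were negative control peptide for no effect and reference peptide for full effect; strong numbers were not always called active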
Anthrax LF inh2: inhibitors of Bacillus anthracis lethal factor protease | P15917 | multiplex microsphere protease cleavage assay, LF | inhibition, % at 10 µM | 360,000 tested, 0.12% active; also: plate controls were buffer without enzyme for full effect and enzyme alone for no effect
Target sequence (P15917 whole entry, looked up): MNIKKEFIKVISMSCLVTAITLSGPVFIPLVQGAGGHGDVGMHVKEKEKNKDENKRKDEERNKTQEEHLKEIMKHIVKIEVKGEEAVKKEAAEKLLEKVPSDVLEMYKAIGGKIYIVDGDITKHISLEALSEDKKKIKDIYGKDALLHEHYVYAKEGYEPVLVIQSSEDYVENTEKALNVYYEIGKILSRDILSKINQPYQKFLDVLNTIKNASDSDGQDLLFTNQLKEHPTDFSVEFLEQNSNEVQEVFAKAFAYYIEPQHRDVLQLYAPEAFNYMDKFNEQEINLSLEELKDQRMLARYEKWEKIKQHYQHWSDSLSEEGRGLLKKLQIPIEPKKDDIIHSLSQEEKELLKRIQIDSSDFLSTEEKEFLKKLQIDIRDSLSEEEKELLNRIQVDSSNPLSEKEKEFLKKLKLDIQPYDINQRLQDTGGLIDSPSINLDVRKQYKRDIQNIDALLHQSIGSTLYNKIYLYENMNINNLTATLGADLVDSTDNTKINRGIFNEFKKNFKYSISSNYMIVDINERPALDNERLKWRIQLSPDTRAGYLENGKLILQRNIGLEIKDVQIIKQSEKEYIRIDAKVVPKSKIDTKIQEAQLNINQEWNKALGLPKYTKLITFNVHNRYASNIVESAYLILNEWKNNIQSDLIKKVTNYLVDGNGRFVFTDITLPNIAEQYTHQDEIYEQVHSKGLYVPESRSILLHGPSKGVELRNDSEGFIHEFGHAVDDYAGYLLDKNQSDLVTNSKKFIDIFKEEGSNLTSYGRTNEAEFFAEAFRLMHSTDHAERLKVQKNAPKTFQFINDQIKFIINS
The depositor's hits bear a star; i = inactive; ? = inconclusive; . = no result given; & = joins results of further samples. Rule as the data show it, unless noted: active = inhibition above about 30%; inconclusive = no clear call, values can overlap the other calls; inactive = below that. Some of the compounds tested (hit frequency here may not be typical).

item	structure	BoNT A protease	TcdB GH inh	BH1578 lux ind	PfHsp40 yeast	Anthrax LF inh2	PriA SSB inh	PrPC surface inh	Yp Topo-I inh	3CLpro inhibitor
1	COc1cc2ccccc2cc1C(=O)OCc1nc2ccsc2c(=O)[nH]1	0.0	-1.4	i	-0.6	-0.3	-7.9	10.2	10.2	.
2	CCOC(=O)C1CCCN(C(=O)c2cc3ccccc3cc2OC)C1 (stereo not given)	0.8	2.5	i	0.6	-5.8	-8.5	0.9	-2.1	.
3	COc1ccc(NC(=O)CCN2CCN(c3ccccc3F)CC2)c(OC)c1	-3.0	1.3	0.6	-0.1	-0.5	-14.0	-2.5	-3.7	5.9
4	CCN(CC(=O)NCc1cccs1)C(=O)C(c1ccccc1)c1ccccc1	-1.2	0.8	i	1.0	0.7	-2.4	3.9	14.7	0.1
5	COC(=O)c1cc(Br)c(=O)n(Cc2ccc(C(=O)O)cc2)c1	-0.3	.	.	0.3	-3.4	3.2	5.2	4.6	4.6
6	Cc1cccc(OCCSc2nc3ccccc3n2CCC(=O)O)c1	?	0.9	i	-0.2	4.0	-6.4	0.9	2.4	0.0
7	O=C(OCCc1cc2ccccc2c(=O)o1)c1ccccc1C(F)(F)F	-0.6	1.6	-4.5	1.7	-3.6	-52.3	-0.3	33.1	.
8	O=C(COc1ncnc2cc([N+](=O)[O-])ccc12)N(CCc1ccccc1)Cc1ccccc1	0.6	0.9	-0.4	-0.4	-0.6	-3.7	-3.1	-2.6	-2.3
9	CC(C)=NNc1ncnc2nc[nH]c12	0.1	-6.7	i	-0.5	-2.9	49.5*	-3.0	-0.1	.
10	COc1ccc(CCNC(=O)c2cccc(C(=O)NCCc3ccc(OC)cc3)n2)cc1	-3.3	-0.4	-0.6	-0.4	-1.2	-6.1	12.7	17.0	.
11	Cc1ccccc1CSCCNC(=O)c1ccccc1	-1.0	.	0.1	-1.0	0.9	-12.8	4.3	-2.8	0.0
12	Cn1c(SCc2cccc(F)c2)nnc1-c1ccccn1	-0.5	.	i	-0.7	-2.0	-9.4	7.1	5.3	-3.5
13	CCOC(=O)c1sc2nc(C)nc(N3CCN(S(=O)(=O)c4ccccc4)CC3)c2c1C	-0.1	-0.1	i	-0.8	-4.0	-3.3	-8.1	4.0	.
14	O=C(NCCN=C1NS(=O)(=O)c2ccccc21)c1ccco1	-0.3	3.2	-0.4	18.5	0.8	-16.0	.	2.0	2.5
15	O=C(N/N=C/C=N/NC(=O)c1ccco1)c1ccco1	-3.1	-1.2	i	0.5	-0.9	.	-6.5	15.9	-0.9
16	Cn1c(N)c(C(=O)COC(=O)c2ccccc2C(=O)c2ccccc2)c(=O)n(C)c1=O	4.4	1.5	0.0	-0.7	1.2	-5.5	1.9	10.6	.
17	O=C(c1ccc2c(Cl)c3c(nc2c1)CCCC3)N1CCC(N2CCCCC2)CC1	0.8	1.3	-0.3	0.2	-2.9	-4.5	0.1	14.4	1.7
18	Cc1ccc(CS(=O)(=O)CCC(=O)NCCCN2CCCC2)cc1	0.5	.	-3.6	-0.8	0.3	-3.4	-7.1	-2.8	-2.1
19	Cc1cc(C)cc(OCC(=O)Nc2ccccc2C(=O)N2CCOCC2)c1	-0.9	1.1	-0.4	-1.8	-3.1	0.3	9.2	8.8	3.2
20	CCOC(=O)c1ccc(NS(=O)(=O)CC)cc1	0.7	.	i	0.5	-0.4	0.1	-2.6	3.9	-1.7
21	Cc1ccc(S(=O)(=O)NCC2CCC(C(=O)NCCCN3CCCC3=O)CC2)cc1 (stereo not given)	0.5	0.7	-0.2	0.0	0.4	-13.2	-3.9	1.2	-4.0
22	CC1(CCc2ccccc2)NC(=O)N(Cc2nnc(-c3ccccc3Br)o2)C1=O (stereo not given)	-0.1	.	-0.7	0.5	-2.0	10.1	10.1	-2.9	6.7
23	CCOC(=O)C1CCN(C(=O)C(CCSC)NC(=O)COc2ccccc2)CC1 (stereo not given)	0.3	0.9	i	0.4	3.5	3.6	-6.0	-1.4	.
24	CC(C)CC1C(=O)N(Cc2cn(CCC3OCCCO3)nn2)CCS(=O)(=O)N1Cc1ccc(-c2ccc(Cl)c(Cl)c2)cc1 (stereo not given)	0.0	1.8	-0.2	.	1.4	.	-13.9	29.7	.
25	CCCCNC(=O)COC(=O)c1ccc(NS(=O)(=O)c2ccc3c(c2)OCCO3)cc1	-6.3	.	11.1	0.4	1.0	-16.8	-2.2	15.0	0.3
26	O=c1c2ccccc2cnn1-c1ccc2ccccc2c1	-8.8	.	0.8	2.2	-1.8	-25.4	-18.1	1.3	4.8
27	CCc1ccc(NC(=O)N2CCN(c3ccc(F)cc3)CC2)cc1	-0.2	0.0	-0.7	0.4	-2.5	-14.4	6.9	-0.5	-1.4
28	CCOCCCNC(=O)C1CCN(Cc2ccc(OCc3ccccc3)c(OC)c2)CC1	-5.3	0.4	-0.6	-0.1	7.4	-13.4	-7.0	6.3	-1.2
29	Nc1n[nH]c2cc(=O)n(-c3cccc(C(F)(F)F)c3)nc12	0.7	-3.5	-0.3	-1.4	-2.7	8.3	-17.6	-11.8	4.7
30	CCNC(=O)C1CCCN(C(=O)c2ccc(F)c(Cl)c2)CC1 (stereo not given)	-0.7	0.3	i	.	-7.2	.	0.5	1.9	.
31	CCOC(=O)c1c(N)sc(C(=O)N(CC)CC)c1C	0.4	2.0	0.3	0.8	-4.3	-18.4	5.1	-1.9	6.3
32	Cc1nc(N)sc1-c1csc(Nc2ccc(S(N)(=O)=O)cc2)n1	-8.3	0.3	-0.2	-0.1	-8.4	19.2	-9.8	-11.1	-2.1
33	Nc1ccc(S(=O)(=O)Nc2nc3ccccc3o2)cc1	-2.5	0.4	-0.9	0.1	-9.0	2.3	7.8	-1.9	-0.3
34	CC(C)CC(C(=O)NC1CCCC1)N(Cc1cccs1)C(=O)c1snc(C(N)=O)c1N (stereo not given)	0.0	.	-0.3	-0.7	1.7	1.4	-6.6	0.2	-4.6
35	CCOC(=O)Cn1cc(Cl)cc(C(=O)Nc2ccccc2)c1=O	-0.6	-0.6	i	1.0	-3.4	-2.2	-16.8	6.1	-7.2
36	Cc1ccccc1OCCOCCN1CCCCCC1	1.0	1.3	-0.3	0.8	-1.8	-1.4	-4.6	-1.0	8.0

Two successive records out of the list so far, quoted:
item	structure	BoNT A protease	TcdB GH inh	BH1578 lux ind	PfHsp40 yeast	Anthrax LF inh2	PriA SSB inh	PrPC surface inh	Yp Topo-I inh	3CLpro inhibitor
25	CCCCNC(=O)COC(=O)c1ccc(NS(=O)(=O)c2ccc3c(c2)OCCO3)cc1	-6.3	.	11.1	0.4	1.0	-16.8	-2.2	15.0	0.3
26	O=c1c2ccccc2cnn1-c1ccc2ccccc2c1	-8.8	.	0.8	2.2	-1.8	-25.4	-18.1	1.3	4.8

Further records:
item	structure	BoNT A protease	TcdB GH inh	BH1578 lux ind	PfHsp40 yeast	Anthrax LF inh2	PriA SSB inh	PrPC surface inh	Yp Topo-I inh	3CLpro inhibitor
37	O=C(NCc1cccs1)c1cnc2sccn2c1=O	-0.6	1.0	-0.1	1.5	-2.2	-17.8	-3.9	-0.1	1.6
38	C=CCN1CCN(C(c2ccc(OC)c(OC)c2)c2nnnn2C(C)(C)C)CC1 (stereo not given)	-0.2	.	i	-2.3	2.6	-13.1	-1.2	-8.4	-1.2
39	CC(=O)c1cccc(N/C=C\C(=O)c2ccc(C)cc2)c1	1.1	.	-4.1	27.2*	1.4	-4.5	7.2	11.7	3.0
40	CCn1c(SCC(=O)c2[nH]c(C)c(C(C)=O)c2C)nnc1-c1ccncc1	1.5	2.4	-1.6	-0.2	-0.3	-3.9	1.2	-2.3	-7.3
41	COc1ccc(C)cc1NS(=O)(=O)c1ccc2c(c1)NC(=O)C(C)S2 (stereo not given)	-1.2	0.4	-8.5	-0.7	-3.3	6.6	15.0	4.3	-0.9
42	O=c1c2ccccc2nc(SCc2ccccc2)n1CC1CCCO1 (stereo not given)	.	1.6	-0.5	1.7	.	-9.2	6.9	16.3	0.5
43	Fc1ccc(-c2nnc(CN3CCN(c4ncc(C(F)(F)F)cc4Cl)CC3)o2)cc1	2.7	.	-0.4	0.0	-0.6	-14.9	2.1	9.1	5.1
44	OCCN1CCN(CCCN2c3ccccc3CCc3ccccc32)CC1	-0.4	-2.2	i	.	-0.9	.	-2.6	-3.8	.
45	CC(C)CN1C(=O)C(=O)N(CC(=O)c2ccc3c(c2)OCO3)C1=O	2.9	1.0	-1.4	1.7	-0.9	1.9	-6.8	1.0	.
46	COc1ccc(-n2c(Cc3cccn3C)nnc2SCC(=O)Nc2cc(C)cc(C)c2)cc1	-1.1	-0.5	-0.4	-0.5	-1.2	0.0	-6.5	18.8	3.1
47	CCOc1ccc(-c2ccc(SCc3ccccn3)nn2)cc1	-0.1	2.2	1.7	1.0	-0.6	2.3	11.0	-0.7	-2.1
48	O=C(O)C1=C[C@H](c2cccs2)C[C@H](OCCCCO)O1	0.6	-0.9	0.6	-1.2	2.0	4.9	-8.6	-0.3	.
49	O=C(COC(=O)c1ccc2ccccc2c1O)NCc1ccccc1	0.1	0.9	i	-0.4	-0.2	-9.6	-6.3	1.0	.
50	O=C(NC(=S)Nc1ccccc1N1CCCC1)c1ccco1	-1.8	1.6	-0.4	0.4	?	2.3	-0.3	-4.8	4.8
51	COc1ccc(NC(=O)c2cccc(-n3c(C)ccc3C)c2)c(OC)c1	-2.6	-0.2	-0.4	-1.0	0.0	-0.9	-4.9	5.4	-2.0
52	Cc1sc2nc(COC(=O)c3ccc(N4CCCC(C)C4)c([N+](=O)[O-])c3)[nH]c(=O)c2c1C (stereo not given)	-0.1	.	i	0.6	0.4	17.0	6.9	4.5	-4.5
53	O=C(NCCCCCCNC(=O)N1CCCCCC1)N1CCCCCC1	-0.2	.	i	-0.6	-4.7	-2.1	-0.1	15.5	-0.2
54	CC(C)Cc1nn2c(=O)cc(COc3ccc(NC(=O)c4ccco4)cc3)nc2s1	0.4	0.3	-3.1	0.6	-1.0	-5.3	10.1	10.2	6.8
55	Cc1ccc(Oc2nc3ccccc3n3c(C)nnc23)c(C)c1	-1.4	.	i	-0.6	-4.5	-16.6	2.0	-1.4	-4.3
56	CN(c1ccccc1)S(=O)(=O)c1cccc(NC(=O)CN2C(=O)NC3(CCCCC3)C2=O)c1	0.1	0.2	i	3.5	-14.7	1.5	-1.9	2.2	.
57	Cc1c(/C=N/NC(=O)C2(O)c3ccccc3-c3ccccc32)cnn1C	-0.9	-1.7	-0.4	0.6	-0.2	.	-0.9	-7.6	-4.4
58	CCNC(=O)C1(C)CCCN(C(=O)c2oc3ccccc3c2C)C1 (stereo not given)	0.1	-4.6	-0.4	.	-1.3	.	5.4	-2.9	.
59	c1ccc(-c2cc3ccccc3[nH]2)cc1	0.0	0.5	i	4.0	-3.1	-17.0&-12.0&-9.7	10.8	-14.3	3.9
60	CCc1nc2sc(C#N)c(N)c2c2c1CCCC2	1.2	.	-1.1	0.6	-3.2	-11.3	-3.4	-1.4	1.5
61	COCC(=O)N(Cc1cc2cccc(C)c2[nH]c1=O)c1ccccc1	-2.7	1.4	0.3	3.2	27.7	-14.9	-2.7	-6.8	-3.7
62	CN1/C(=C/C=C/c2n(C)c3cc([N+](=O)[O-])c([N+](=O)[O-])cc3[n+]2C)C(C)(C)c2ccccc21	?	12.5*	0.8	.	?	.	-75.4	-17.5	.
63	COc1cc(-c2n[nH]c(=S)n2C(C)c2ccccc2)cc(OC)c1OC (stereo not given)	0.2	1.8	-0.6	-0.9	-1.4	-5.4	-3.1	-0.7	-0.6
64	Cn1ncc2c(=S)nc(Cl)[nH]c21	0.0	-9.1	i	1.5	-9.8	-7.9	12.9	0.0	.
65	Cc1cc(C)c[n+](-c2nc3ccccc3nc2[N-]S(=O)(=O)c2cccs2)c1	1.0	0.5	-2.6	-0.3	-0.7	-2.0&-7.9	-2.5	2.2	4.4
66	COc1cc(Cl)c(C)cc1NC(=O)CSCC#N	-0.6	.	0.5	1.2	0.3	-7.0	-1.4	2.4	-4.0
